Bioassay records as filed in PubChem BioAssay.
ULK1 primary: blocks human autophagy kinase ULK1. AlphaScreen Atg13 phosphorylation by ULK1, luminescence. AID 1259251. inhibition, % at 5.96 µM. O75385. actives 1.9% (n = 30,000); in the data active = inhibition above about 43%;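 note: 0% = median of compound wells and 100% = no enzyme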
ASK1 primary: human ASK1 kinase inhibition, primary screen; Q99683; inhibition, % at 7.44 µM; actives 0.99% (n = 22,000); AlphaScreen MKK6 phosphorylation by ASK1, luminescence; in the data active = inhibition above about 35%;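 note: 0% = median of compound wells and 100% = no enzyme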
Target sequence (Q99683 whole entry, looked up): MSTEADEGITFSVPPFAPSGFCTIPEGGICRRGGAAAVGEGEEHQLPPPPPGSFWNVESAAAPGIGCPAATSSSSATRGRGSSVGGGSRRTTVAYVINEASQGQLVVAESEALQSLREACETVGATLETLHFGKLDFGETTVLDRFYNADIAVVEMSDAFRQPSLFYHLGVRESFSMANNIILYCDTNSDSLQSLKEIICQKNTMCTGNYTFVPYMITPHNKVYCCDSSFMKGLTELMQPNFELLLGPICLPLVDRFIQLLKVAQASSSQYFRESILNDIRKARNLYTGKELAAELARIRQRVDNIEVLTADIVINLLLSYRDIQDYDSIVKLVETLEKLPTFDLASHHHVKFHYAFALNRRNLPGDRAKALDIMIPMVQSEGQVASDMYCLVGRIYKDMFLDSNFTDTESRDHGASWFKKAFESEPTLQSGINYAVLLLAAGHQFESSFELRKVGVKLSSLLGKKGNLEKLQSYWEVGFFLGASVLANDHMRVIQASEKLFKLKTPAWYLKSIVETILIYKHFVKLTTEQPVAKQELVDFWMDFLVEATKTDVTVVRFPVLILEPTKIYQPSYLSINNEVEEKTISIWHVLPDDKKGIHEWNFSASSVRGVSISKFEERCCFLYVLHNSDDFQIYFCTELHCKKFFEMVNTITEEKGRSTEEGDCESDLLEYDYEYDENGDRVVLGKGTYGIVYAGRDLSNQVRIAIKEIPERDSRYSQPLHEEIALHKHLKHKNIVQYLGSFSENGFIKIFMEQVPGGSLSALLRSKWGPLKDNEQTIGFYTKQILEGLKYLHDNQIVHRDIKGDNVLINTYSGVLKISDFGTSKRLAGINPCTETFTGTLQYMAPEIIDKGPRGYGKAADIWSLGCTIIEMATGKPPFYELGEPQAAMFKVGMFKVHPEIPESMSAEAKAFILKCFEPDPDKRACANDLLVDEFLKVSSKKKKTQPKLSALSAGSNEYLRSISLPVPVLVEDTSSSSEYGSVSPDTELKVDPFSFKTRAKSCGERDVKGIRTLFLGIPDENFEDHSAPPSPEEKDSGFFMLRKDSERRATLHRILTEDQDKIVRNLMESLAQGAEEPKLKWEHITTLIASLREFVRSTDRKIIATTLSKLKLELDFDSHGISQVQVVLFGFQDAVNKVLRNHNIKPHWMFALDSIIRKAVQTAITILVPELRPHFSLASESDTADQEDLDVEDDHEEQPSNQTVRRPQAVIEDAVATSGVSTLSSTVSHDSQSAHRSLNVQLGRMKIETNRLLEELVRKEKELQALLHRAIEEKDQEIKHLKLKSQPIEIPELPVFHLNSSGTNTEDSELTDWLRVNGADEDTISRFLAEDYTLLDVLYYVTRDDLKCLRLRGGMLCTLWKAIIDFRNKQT
The depositor's hits bear a star; · = not tested or not shown.

Results follow in this order: ULK1 primary, ASK1 primary
1: CC[C@H]1OC(=O)[C@H](C)C(=O)[C@H](C)[C@@H](O[C@@H]2O[C@H](C)C[C@H](N(C)C)[C@H]2O)[C@](C)(OC)C[C@@H](C)C(=O)[C@H](C)[C@@H]2N(CCCCn3cnc(-c4cccnc4)c3)C(=O)OC21C (stereo partly specified)
→ -3, ·
2: O=C(NCCN1CCOCC1)c1cccc(-n2ncc3cc(Nc4ccsc4Cl)ccc32)c1
→ 8, -3
3: O=C(NCc1cccnc1)c1cnc(N2CCN(Cc3ccc4c(c3)OCO4)CC2)s1
→ 21, 0
4: Cc1nn(C)c(C)c1-c1nc(NCCc2ccc(O)cc2)c2ncn(CCN3CCCC3=O)c2n1
→ -8, -11
5: COc1cc(C(=O)NCC(O)c2ccc(Cl)cc2)cc(-c2cc3cn[nH]c3cc2F)c1 (stereo unspecified)
→ -19, 4
6: CC(=O)Nc1ccc(Nc2cc(C)nc(Nc3ccc(N4CCOCC4)cc3)n2)cc1
→ -1, 30
7: O=C(NCc1nc2ccccc2[nH]1)C1CCN(c2ccc(N3CCC(N4CCOCC4)CC3)nn2)CC1
→ 2, -1
8: Cc1cc(NCc2ccccc2)nc(NC2CCC(O)CC2)n1 (stereo unspecified)
→ 0, -14
9: CN1CCC(N(CCN2CCOCC2)C(=O)CSCC(=O)O)CC1
→ -7, ·
10: COc1ccc(-c2nc(NCc3nc4ccccc4[nH]3)c3ncn(Cc4ccc(C(F)(F)F)cc4)c3n2)cn1
→ -31, 13
11: CN(C)c1cccc(Nc2ncc(C(=O)NC3CCN(Cc4ccccc4)CC3)s2)c1
→ 21, 7
12: Cn1c(Nc2ccc(-n3cc(CC(=O)NCc4cccc(C(F)(F)F)c4)c4ccccc43)nn2)nc2ccccc21
→ -1, 24
13: CCCCOc1cc(C(=O)NCCN(CC)CC)c2ccccc2n1
→ 9, ·
14: C/C(=N/NC(=O)c1nnn(-c2nonc2N)c1C)c1ccc(Cl)c(Cl)c1
→ 0, ·
15: c1ccc(Nc2nc(N3CCC(N4CCOCC4)CC3)nc3nc[nH]c23)cc1
→ 1, 3
16: CCNc1nc(NCc2cccnc2)c2ncn(Cc3ccc(C(F)(F)F)cc3)c2n1
→ -16, 4
17: CC(=O)Nc1ccc(Nc2ccnc(Nc3nc4ccccc4n3C)n2)cc1
→ -4, -11
18: CC(C)n1cnc2c(NCc3nc4ccccc4[nH]3)nc(N3CCC(N4CCOCC4)CC3)nc21
→ 5, -10
19: NC(=O)c1ccc(-c2cccc(C(=O)NC3CCN(Cc4ccccc4)CC3)n2)cc1
→ -4, -11
20: COc1cc(Nc2nc(NCc3ccccc3)c3ncn(-c4ccccc4)c3n2)cc(OC)c1OC
→ 8, 11

Profiles, looked up by structure:
CCNc1nc(NCc2cccnc2)c2ncn(Cc3ccc(C(F)(F)F)cc3)c2n1 is listed with ULK1 primary: -16; ASK1 primary: 4
COc1cc(Nc2nc(NCc3ccccc3)c3ncn(-c4ccccc4)c3n2)cc(OC)c1OC is listed with ULK1 primary: 8; ASK1 primary: 11
CC(=O)Nc1ccc(Nc2ccnc(Nc3nc4ccccc4n3C)n2)cc1 is listed with ULK1 primary: -4; ASK1 primary: -11

(listing goes on)
Results follow in this order: ULK1 primary, ASK1 primary
21: CC(=O)Nc1cc2cc(Br)cc(Br)c2oc1=O
→ 12, ·
22: COc1cn(CC(=O)Nc2cccc(F)c2)c(CN2CCCCCC2)cc1=O
→ 0, ·
23: Cc1cncc2c(S(=O)(=O)N3CC[C@H](NC(=O)C(O)c4ccc(Br)cc4)C3)cccc12 (stereo partly specified)
→ -3, -13
24: Cc1ccc(-c2cnc(NCCc3ccccc3)nc2)cc1
→ -15, ·
25: O=C(N/N=C\c1cc(O)c(O)c(Br)c1)c1cccnc1
→ 10, ·
26: CCCNc1nc(Nc2nccc3ccccc23)nc(N(CC)CC)n1
→ 7, -4
27: CCOC(=O)c1c(C)[nH]c2ccc(Oc3nc(OC)cc(OC)n3)cc12
→ 1, ·
28: COc1cc(NC(=O)c2cccc(-n3cc(/C=C/C(=O)c4ccccc4)cn3)c2)ccc1CN(C)C
→ 21, -18
29: Cc1cnc(Nc2ccc3ncccc3c2)nc1N
→ 13, -11
30: COc1cc(Nc2nc(NCCN(C(C)C)C(C)C)c3ncn(CCN4CCCC4=O)c3n2)cc(OC)c1OC
→ -5, -8

As a working copy, part of the list above.
Results follow in this order: ULK1 primary, ASK1 primary
21: CC(=O)Nc1cc2cc(Br)cc(Br)c2oc1=O
→ 12, ·
22: COc1cn(CC(=O)Nc2cccc(F)c2)c(CN2CCCCCC2)cc1=O
→ 0, ·
23: Cc1cncc2c(S(=O)(=O)N3CC[C@H](NC(=O)C(O)c4ccc(Br)cc4)C3)cccc12 (stereo partly specified)
→ -3, -13
24: Cc1ccc(-c2cnc(NCCc3ccccc3)nc2)cc1
→ -15, ·
25: O=C(N/N=C\c1cc(O)c(O)c(Br)c1)c1cccnc1
→ 10, ·
26: CCCNc1nc(Nc2nccc3ccccc23)nc(N(CC)CC)n1
→ 7, -4

Going on with the list.
31) O=C(NCc1cccc(C(F)(F)F)c1)c1cnc(-c2csc3ccccc23)s1
32) Cc1c(Cl)cccc1Nc1ccccc1C(=O)O
33) c1ccc(Nc2ncnc3nc(-c4ccccc4)[nH]c23)cc1
34) O=c1[nH]c(=O)n([C@H]2C[C@H](O)[C@@H](CO)O2)cc1I
35) COc1ccc(C(=O)NNC(=O)Cc2csc(N)n2)cc1
36) Cc1nnc(-c2cc3ccccc3n2CC(=O)Nc2cccc(F)c2)o1
37) COc1cccc(CNC(=O)c2cc3cc(-c4cn[nH]c4)ccc3[nH]2)c1
38) CC(=O)Nc1ccc(OC(=O)c2ccccc2O)cc1
Assay by compound | 31 | 32 | 33 | 34 | 35 | 36 | 37 | 38
ULK1 primary | -12 | 8 | -7 | -13 | 5 | -3 | -37 | -1
ASK1 primary | -40 | · | 10 | · | · | · | -3 | ·

39) COc1ccc(CC(=O)N2CCC3(CC2)NC(=O)N(C)C3=O)cc1OC
40) O=C(Nc1nc2ccc(-c3ccncc3)cc2s1)c1ccc2c(c1)OCCO2
41) CC(C)n1cnc2c(NCc3ccccc3)nc(Cl)nc21
42) Cc1ccc(OCC2COS(=O)O2)cc1 (stereo unspecified)
43) CCn1nnc(-c2ccc(Nc3nccc(-c4cccc(N5CCOCC5)c4)n3)cc2)n1
44) O=c1[nH]c2ccccc2n1-c1ccnc(Nc2ccc(N3CCOCC3)cc2)c1
45) Oc1ccc(CCNc2nc(-c3csc4ccccc34)nc3nc[nH]c23)cc1
46) O=C1/C(=N/Nc2nc(N3CCOCC3)nc(N3CCOCC3)n2)c2cccc3cccc1c23
Assay by compound | 39 | 40 | 41 | 42 | 43 | 44 | 45 | 46
ULK1 primary | 10 | 17 | 8 | 2 | -12 | 2 | -50 | 3
ASK1 primary | · | 7 | 8 | · | 15 | 4 | -18 | ·

47) CCNc1cc(NCCc2ccc(OC)cc2)ncn1
48) CC(C)n1cnc2c(NCc3ccccc3)nc(-c3ccc(C(=O)N4CCN(C)CC4)cc3)nc21
49) N[C@@H](Cc1ccc(-c2cn[nH]c2)cc1)C(=O)N(CCO)Cc1ccccc1
50) NC(=O)c1ccccc1Nc1nc(Nc2ccc(N3CCOCC3)c(F)c2F)ncc1Cl
51) NS(=O)(=O)c1cc2c(cc1Cl)NC(Cc1ccccc1)NS2(=O)=O (stereo unspecified)
52) CC(N)C12CC3CC(CC(C3)C1)C2 (stereo unspecified)
53) CC(C)(C)OC(=O)N1CCC[C@H]1c1nc2ccc(-c3ccncc3)cc2[nH]1
54) O=C(Nc1ccc(N2CCOCC2)cc1)C1CCN(c2ccc(Nc3ccccc3)nn2)CC1
Assay by compound | 47 | 48 | 49 | 50 | 51 | 52 | 53 | 54
ULK1 primary | -14 | -9 | 1 | 39 | 7 | 0 | -3 | 10
ASK1 primary | -15 | -25 | -6 | -52 | · | · | 16 | 5

55) NC(C(=O)N1CCC(Nc2ccc3[nH]ncc3c2)C1)c1cccc(F)c1 (stereo unspecified)
56) CS(=O)(=O)c1ccc(-c2ccnc(Nc3ccc(-n4cncn4)cc3)n2)cc1
57) CC1=C(C(=O)OC(C)(C)C)C(c2ccc(Cl)cc2)C(C#N)=C(SCC(N)=O)N1 (stereo unspecified)
58) COc1ccc(-c2cncc(C(=O)NC3CC3)c2)cc1
59) C=CCN1CCN(c2c(Cl)cccc2NC(=O)c2cnc[nH]2)CC1
60) Cn1c(Nc2nc(NCCCN3CCCC3=O)c3ncn(-c4ccsc4)c3n2)nc2ccccc21
61) CC(C)n1c(-c2ccccc2)nc2c(NCCN3CCOCC3)ncnc21
62) O=C(NCc1cccc(C(F)(F)F)c1)c1cnc(Nc2ccncc2)s1
Assay by compound | 55 | 56 | 57 | 58 | 59 | 60 | 61 | 62
ULK1 primary | 30 | 0 | -18 | -2 | -5 | -2 | -6 | -1
ASK1 primary | -27 | -8 | · | 4 | 15 | -8 | -5 | -4

Some of these compounds in order of their number in ASK1 primary, descending:
62) O=C(NCc1cccc(C(F)(F)F)c1)c1cnc(Nc2ccncc2)s1
56) CS(=O)(=O)c1ccc(-c2ccnc(Nc3ccc(-n4cncn4)cc3)n2)cc1
55) NC(C(=O)N1CCC(Nc2ccc3[nH]ncc3c2)C1)c1cccc(F)c1 (stereo unspecified)
Assay by compound | 62 | 56 | 55
ULK1 primary | -1 | 0 | 30
ASK1 primary | -4 | -8 | -27

Following part:
63) COc1cc(Nc2ccc(-n3cc(CC(=O)NCc4cccc(C(F)(F)F)c4)c4ccccc43)nn2)cc(OC)c1OC
64) CC(C)n1c(NCCCN2CCCC2=O)nc2c(Nc3ccc(Oc4ccccc4)cc3)ncnc21
65) COc1ccc(CCNC(=O)c2ccnc(-c3csc4ccccc34)c2)cc1
66) COc1ccc(CCC(=O)Nc2ccc(-c3cn[nH]c3)c(OC)c2)cc1
67) Cc1cnc(Nc2ccnn2C)nc1NCc1cccnc1
68) COc1cc(OC)c(C(=O)CCCN2CCCC2)c(OC)c1
69) Nc1nonc1N/N=C/c1ccc(Cl)cc1Cl
70) CC(=O)Nc1ccc(Nc2cc(C)nc(Nc3cnccn3)n2)cc1
Assay by compound | 63 | 64 | 65 | 66 | 67 | 68 | 69 | 70
ULK1 primary | -2 | 1 | -4 | -7 | 12 | 1 | -19 | -23
ASK1 primary | 17 | 2 | -23 | 3 | -11 | · | · | 12

Among those listed so far, these contain bromine:
21) CC(=O)Nc1cc2cc(Br)cc(Br)c2oc1=O
23) Cc1cncc2c(S(=O)(=O)N3CC[C@H](NC(=O)C(O)c4ccc(Br)cc4)C3)cccc12 (stereo partly specified)
25) O=C(N/N=C\c1cc(O)c(O)c(Br)c1)c1cccnc1
Assay by compound | 21 | 23 | 25
ULK1 primary | 12 | -3 | 10
ASK1 primary | · | -13 | ·

Later entries
71) O=C(NC1CC1)c1ccc(-c2nc(NCCN3CCOCC3)c3ncn(-c4ccccc4)c3n2)cc1
72) Cc1nc(-c2ccccn2)cc(N2CCCCC2)n1
73) CC(C)(C)OC(=O)N1CCC[C@@H]1C(=O)N1CCC(c2nc(-c3ccncc3)no2)CC1
74) O=C1CCCN1CCn1cnc2c(NCCN3CCOCC3)nc(Nc3ccccc3)nc21
75) NC(=O)c1cnc(N2CCN(c3ccccn3)CC2)s1
76) CCCNC(=O)c1csc(-c2csc3ccccc23)n1
77) CC(=O)Nc1ccc(Nc2nc(N3CCCC3CO)nc3c2ncn3Cc2ccc(C(F)(F)F)cc2)cc1 (stereo unspecified)
78) Cc1c(O)cccc1C(=O)N[C@@H](CSc1ccccc1)[C@H](O)CN1C[C@H]2CCCC[C@H]2C[C@H]1C(=O)NC(C)(C)C
Assay by compound | 71 | 72 | 73 | 74 | 75 | 76 | 77 | 78
ULK1 primary | 8 | 2 | -2 | 15 | 3 | 3 | -51 | -19
ASK1 primary | -2 | · | -6 | -5 | -1 | -12 | 14 | ·

79) COC(=O)c1c(Cl)cccc1Oc1nc(OC)nc(OC)n1
80) FC(F)(F)c1cccc(CNc2ccnc(-c3csc4ccccc34)n2)c1
81) c1ccc(CN2CCC(Nc3nc(NCCN4CCOCC4)c4ncn(C5CCCCC5)c4n3)CC2)cc1
82) CCCNc1nccc(-c2c(-c3ccc(F)cc3)nc3n2[C@H](CO)[C@@H](C)C3)n1
83) Cc1cc(NCCCN2CCCC2=O)nc(NCCN2CCOCC2)n1
84) Cn1nccc1Nc1cccc(C(=O)Nc2ccc(N3CCOCC3)cc2)n1
85) COc1ccc(CNc2nc(Nc3ccc(OC)cc3)nc3nc[nH]c23)cc1
86) Cc1ccc(C)c(NC(=O)Cn2c(-c3nnc(C)o3)cc3ccccc32)c1
87) Cn1c(Nc2ccc(-n3cc(CC(=O)NC4CC4)c4ccccc43)nn2)nc2ccccc21
88) O=C(Nc1cccc([N+](=O)[O-])c1)C1(c2ccc([N+](=O)[O-])cc2)CCCC1
89) FC(F)(F)c1cccc(CNc2nc(Nc3ccc(-n4ccnc4)cc3)nc3nc[nH]c23)c1
Assay by compound | 79 | 80 | 81 | 82 | 83 | 84 | 85 | 86 | 87 | 88 | 89
ULK1 primary | 1 | -24 | 8 | 0 | -7 | 45* | -3 | 4 | 14 | -7 | 5
ASK1 primary | · | -13 | 3 | -4 | -3 | -28 | -11 | · | 8 | · | 9
